Screening results deposited in PubChem by several laboratories.
KCC2 mod: KCC2 cotransporter modulators, thallium flux, primary screen, cell-based, HEK293 KCC2, FluoZin-2 fluorescence, MLSMR | Solute carrier family 12 member 5 (Homo sapiens), Q9H2X9 | KCC2 cells, thallium flux FluoZin-2 fluorescence | B-score of Tl+ flux slope (higher = more flux/activation; lower = inhibition) at 10 µM | actives 2.2% (n = 190,000) | AID 1456, 2008;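 active means thallium flux slope and its plate-corrected score both differing from the plate sample mean at a set confidence after two filtering rounds, in either direction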;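 further: slope of fluorescence scaled to starting intensity during 10 to 20 s after thallium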
Rad51 HR inh: human RAD51 strand exchange inhibitors, primary screen, biochemical, fluorescence; actives 0.085% (n = 200,000); AID 1385, 2008; inhibition, % at 10 µM; hRad51 DNA strand exchange, fluorescence dequenching; DNA repair protein RAD51 homolog 1 (Homo sapiens), Q06609;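 active means inhibition above 40% at the single screening dose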;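 further: 0% = DMSO control wells and 100% = blanks with heterologous ssDNA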
Target sequence (Q06609 whole entry, looked up): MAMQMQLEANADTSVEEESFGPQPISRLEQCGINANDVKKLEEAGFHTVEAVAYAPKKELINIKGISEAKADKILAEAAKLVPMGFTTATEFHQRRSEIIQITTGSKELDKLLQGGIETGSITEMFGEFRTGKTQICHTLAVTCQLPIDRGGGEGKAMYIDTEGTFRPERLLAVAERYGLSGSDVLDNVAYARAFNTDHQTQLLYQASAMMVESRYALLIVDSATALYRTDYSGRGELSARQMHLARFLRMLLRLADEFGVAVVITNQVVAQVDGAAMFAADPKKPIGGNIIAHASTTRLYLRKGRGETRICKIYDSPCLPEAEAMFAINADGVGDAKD
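System: hRad51 filaments on single-stranded DNA; reagent: Fluorescein- and BHQ1-tagged 47-mer duplex; compound dosing: one concentration, 10 µM final; timing: filaments 15 min 37 °C, then compound 30 min; measured by: fluorescein emission 520 nm, excitation 485 nm; benchmarks: per-plate controls and blanks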
eIF4E 4G PPI: eIF4E–eIF4G protein interaction inhibitors, primary screen, biochemical, uHTS, TR-FRET, eIF4GI fragment. actives 0.37% (n = 220,000). Eukaryotic translation initiation factor 4E (Mus musculus) + Eukaryotic translation …. TR-FRET eIF4E-eIF4GI(517-606) binding, 2 h. inhibition, % at 21.7 µM;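 active means inhibition above about 30%, limit read from the data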;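 further: 0% = full FRET control wells and 100% = background wells lacking eIF4GI fragment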
PERK inhibitor: block of dimerizer-induced PERK translation repression, primary screen, PERK inhibitor project, CHO PERK-DD cells, SEAP luminescence, HTS | Eukaryotic translation initiation factor 2-alpha kinase 3 (Homo sapiens), Q9NZJ5 | actives 0.17% (n = 220,000) | inhibition, % at 5.6 µM | CHO PERK-DD fusion, SEAP luminescence translation reporter;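 active means inhibition above the mean inhibition of all tested compounds plus 3 SD, set separately per screening campaign, cut at about 2.9% in these data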;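 further: PERK kinase domain activated by AP20187 dimerizer at 100 nM; 0% = DMSO with dimerizer and 100% = rapamycin at 8.4 µM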
Calpain2 inh: inhibitors of pig calpain II, primary screen, biochemical, fluorogenic peptide substrate, 1536-well; purified calpain II, 30 min; inhibition, % at 16 µM; actives 0.37% (n = 220,000);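 active means inhibition above about 50%, limit read from the data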
zVAD death inh: inhibitors of zVAD-triggered necroptosis, primary screen, L929 cells; viability rescue, % at 10 µM; AID 1377, 2008; L929 zVAD necroptosis rescue, ATP luminescence, 24 h; with zVAD 60 µM; actives 0.38% (n = 220,000);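 active means activation, scaled between plate controls, above about 75%, limit read from the data; inactive means activation under that limit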;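 further: 0% = zVAD with DMSO and 100% = DMSO alone without zVAD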
Mdm2 ligase inh: MDM2-luciferase reporter signal enhancers, primary screen, MDM2 E3 ligase inhibitor project, cell-based, luminescence, 1536-well | actives 0.11% (n = 210,000) | AID 1230, 2008 | E3 ubiquitin-protein ligase Mdm2 (Homo sapiens), Q00987 | cell-based MDM2 ubiquitination luciferase reporter, 2 h; 0 = plate control, 100 = twice control, blank-subtracted | signal enhancement, % at 5 µM;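 active means signal enhancement of 30% or more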;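 further: luminescence tracks abundance of the self-degrading MDM2-luciferase fusion protein; higher signal means inhibition of MDM2 E3 ligase activity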
Target sequence (Q00987 whole entry, looked up, the tested form may be a part): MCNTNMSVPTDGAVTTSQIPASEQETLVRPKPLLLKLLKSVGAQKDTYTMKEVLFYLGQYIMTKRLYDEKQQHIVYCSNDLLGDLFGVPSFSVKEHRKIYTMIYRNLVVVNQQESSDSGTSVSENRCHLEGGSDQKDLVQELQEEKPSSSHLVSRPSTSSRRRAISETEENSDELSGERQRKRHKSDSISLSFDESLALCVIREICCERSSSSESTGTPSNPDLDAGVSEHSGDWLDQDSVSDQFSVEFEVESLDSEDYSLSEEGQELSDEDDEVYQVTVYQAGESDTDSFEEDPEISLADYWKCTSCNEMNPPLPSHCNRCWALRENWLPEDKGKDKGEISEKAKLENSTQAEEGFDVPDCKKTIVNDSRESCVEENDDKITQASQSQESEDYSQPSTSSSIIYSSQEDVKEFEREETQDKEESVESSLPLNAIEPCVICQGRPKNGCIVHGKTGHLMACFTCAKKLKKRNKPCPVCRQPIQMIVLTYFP
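Assay system: stable mammalian line carrying autodegrading MDM2–luciferase fusion reporter; Input: 2000 cells in each well; Compound dosing: single-point 5 µM; Schedule: 2 h compound exposure at 37 °C; Signal: SteadyLite luciferase luminescence after 15 min room-temperature reagent incubation; Evaluation: % luminescence enhancement versus blank-corrected plate control mean; Benchmarks: plate controls and plate blanks.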
EBV gp42 inh: Epstein-Barr virus gp42 inhibitors, primary screen, biochemical, uHTS, fluorescence polarization; actives 0.42% (n = 220,000); Fluorescence polarization binding assay, mP read-out; Glycoprotein 42 (Epstein-Barr virus (strain AG876)), Q1HVG2; AID 1085, 2008; inhibition, % (tested at 21.74 µM); in the data active means inhibition above about 50%
Target sequence (Q1HVG2 whole entry, looked up): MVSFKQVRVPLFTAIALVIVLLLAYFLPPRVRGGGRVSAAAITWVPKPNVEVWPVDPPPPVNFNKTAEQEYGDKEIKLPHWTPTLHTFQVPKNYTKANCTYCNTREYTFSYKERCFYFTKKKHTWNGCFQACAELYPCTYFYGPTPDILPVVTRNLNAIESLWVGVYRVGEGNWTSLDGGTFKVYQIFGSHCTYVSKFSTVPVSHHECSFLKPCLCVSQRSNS
TNF death inh: inhibitors of TNF-alpha triggered necroptosis, primary screen, cell-based, Jurkat FADD-/-, single concentration; Jurkat FADD-/- TNF necroptosis rescue, ATP luminescence, 24 h; 0 = TNF only, 100 = no-TNF cells; activation (protection from cell death), % at 10 µM; actives 0.068% (n = 220,000); AID 463075, 2010;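 active means activation, meaning protection from cell death, of at least 50% relative to plate controls; inactive means activation below 50%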;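 further: necroptosis triggered by 40 ng/mL TNF-alpha added together with compound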
An asterisk follows results filed as active; . = not tested or not shown; [ ] = another dose, or the depositor's remark.

SMILES	KCC2 mod	Rad51 HR inh	eIF4E 4G PPI	PERK inhibitor	Calpain2 inh	zVAD death inh	Mdm2 ligase inh	EBV gp42 inh	TNF death inh
CCOc1ccc(Br)cc1S(=O)(=O)Nc1ccc(C(=O)OC(C)C(=O)N(C)c2ccccc2)cc1 (configuration not stated)	-0.12	2	3	0.3	-99	-0.3	-5	0	1.7
COc1cc(NS(=O)(=O)c2ccc(NC(=O)NC3CCCCC3)cc2)nc(OC)n1	-0.74	-8	6	2.0	3	0.5	5	-18	-0.2
CCOCCCNC(=O)C1CCN(S(=O)(=O)N2CCCC2)CC1	0.12	-11	-1	0.1	-20	1.6	-7	-19	0.8
CN(C)c1ncc(S(=O)(=O)c2ccccc2)c(-c2ccc(Cl)cc2Cl)n1	-5.7*	.	-3	-0.5	17	-0.2	-15	-2	-0.8
Cn1c(N)c(C(=O)COC(=O)c2cc(C3CC3)nc3ccccc23)c(=O)n(Cc2ccccc2)c1=O	-0.53	-64	0[fluorescence artefact?]	0.2	-79	7.5	.	-18	1.1
O=C(NC1CCS(=O)(=O)C1)c1ccc(S(=O)(=O)NCC2CCCO2)cc1 (configuration not stated)	0.36	4	-2	0.6	-27	0.0	0	2	-1.3
Cc1cc(C(=O)N2CCOCC2)c(C)o1	0.34	11	-3	-0.4	-10	0.1	-7	-17	1.5
O=C(CCCCn1c(=O)c2ccccc2n(CC(=O)Nc2cccc(F)c2)c1=O)NCc1ccco1	-0.63	4	-1	0.4	47	0.7	-13	-11	0.7
Cc1cc(NC(=O)/C=C\C(=O)O)c([N+](=O)[O-])cc1C	-0.25	-5	-2	1.9	-8	-1.1	-16	-12	0.4
O=C(/C=C\c1ccco1)c1ccc(NC(=O)c2ccco2)cc1	-0.44	-4	17	0.4	-158	9.1	3	23	0.7
COc1ccc(OC)c(Nc2nc(N)nc(CSc3nnc(N)s3)n2)c1	.	4	-1	0.7	-7	-0.1	-16	-12	-2.1
Cc1ccc(S(=O)(=O)N2CCOCC2)cc1NC(=O)c1cccc(S(=O)(=O)N2CCCC2)c1	-0.28	-2	2	0.2	-3	4.4	-4	-15	-0.1
O=c1oc2ccccc2c(N2CCCCC2)c1CN1CCCCC1	.	6	-1	0.2	0	0.2	-2	-10	0.4
O=C(Nc1ccc(F)cc1F)c1ccc(-n2cccn2)nc1	-0.042	.	0	0.4	-13	0.8	7	-9	0.8
CC1=NOC(=O)/C1=C/c1ccc(O)cc1	.	5	0	0.8	-13	4.0	-14	-69	-1.7
CCOc1cccc(C(=O)Nc2nnc(-c3cccs3)s2)c1	-0.21	-4	-19	-0.5	-382	-0.4	-29	-16	0.5
CNC1=CC(=O)CC(c2ccccc2)C1 (configuration not stated)	0.49	19	3	1.0	-1	2.8	-2	-29	0.3
CC(=O)Oc1c(S(=O)(=O)c2ccc(C)cc2)c(C)nn1-c1ccccc1	1.1	10	8[fluorescence artefact?]	-0.6	-53	1.1	-17	-5	2.0
O=C1c2ccccc2C(=O)N1OCc1ccccc1	-1	12	-4	1.1	-28	0.4	0	-16	-0.8
CCC(C)C(NC(N)=O)C(=O)Nc1ccc(C)c(Cl)c1 (configuration not stated)	0.39	4	2	0.9	0	0.6	3	-37	2.0
CON/C=C(\C=Nc1ccc(F)cc1)c1ncc(C(F)(F)F)cc1Cl	.	-7	-2	1.2	-18	0.2	8	-1	-1.2
CN(CC(=O)N1CCN(c2ccccc2)CC1)S(=O)(=O)c1cccs1	0.66	7	2	0.3	-21	7.3	3	-14	1.1
O=C(Nc1ccccc1C(F)(F)F)c1ccccn1	0.061	-2	3	1.1	-29	9.4	4	-8	-0.1
CCOC(=O)C1NN=C(C(=O)c2ccccc2)C1c1ccc(OC)cc1 (configuration not stated)	-0.3	3	3	0.8	-25	1.3	2	1	3.4
O=C(Cc1ccccc1F)NCC1(N2CCOCC2)CCCCC1	-0.29	.	-2	0.5	-8	-0.4	-1	0	0.3
O=C(NCc1ccc(F)cc1)C(=O)Nc1nc(C23CC4CC(CC(C4)C2)C3)cs1	8.9*	26	-2	0.6	2	2.4	-13	-10	0.6
Cc1ccccc1C(=O)OCc1cnc(Cl)s1	1.9	0	4	0.8	25	0.0	1	-14	0.1
COc1ccc(-n2c(Cc3cccn3C)nnc2SCC(=O)NCc2ccco2)cc1	-0.057	-2	-1	1.1	-7	-1.2	-24	-4	2.7
COc1ccc(OC)c(NC(=O)[C@@H]2CCCN2C(=O)c2cccs2)c1	-0.063	.	-8	-0.5	-9	0.7	-15	-8	0.8
CCn1cc(CN2CCc3c([nH]c4ccccc34)C2c2cccc(O)c2)c(C)n1 (configuration not stated)	-0.42	.	5	-0.6	-64	1.7	-7	1	-0.5
COC(=O)/C(C#N)=C/c1ccc(OC(=O)c2ccccn2)cc1	-0.48	.	8[fluorescence artefact?]	1.1	-6	0.5	-2	-1	1.8
COc1ccc(-n2nnnc2SCC(=O)NCc2cccs2)cc1	-1.4	.	-1	-0.2	31	0.4	-9	-12	0.4
CC(=O)c1oc2ccccc2c1NC(=O)CN1CCCCC1	.	9	3	0.4	-10	0.2	5	-19	-0.2
CC(=C1C(=O)c2ccccc2C1=O)N1CCN(Cc2ccccc2)CC1	.	.	-6	0.7	11	0.0	-6	-3	-2.5
CCNC(=O)c1ccccc1SCC(=O)Nc1ccc(F)cc1	0.61	4	-3	0.8	1	0.3	-3	6	0.5
CSCCC(NC(=O)c1cccc([N+](=O)[O-])c1)c1nc2ccccc2[nH]1 (configuration not stated)	-0.073	.	0	-0.9	28	1.6	.	-3	3.9
CCCc1noc2c1/C(=N\O)CC(c1ccccc1)C2 (configuration not stated)	1.3	2	-7[fluorescence artefact?]	0.9	10	-0.2	-6	-2	-1.7
CC12CCC(C(=O)N/N=C/c3ccc(O)cc3)(OC1=O)C2(C)C (configuration not stated)	-0.062	.	-1	-0.9	-21	0.5	-1	-8	0.3
Nc1ncnc2nc(SCc3ccccc3)[nH]c12	-0.17	-2	3	1.6	-17	0.1	-10	-8	-6.3
O=C(c1ccccc1)N1CCCc2ccccc21	-0.97	.	-4	1.6	-3	0.2	0	-18	-1.1
COc1ccccc1OCCNC(=O)Cc1ccc(Cl)c(Cl)c1	-3.1	5	-1	0.6	10	1.4	-4	-8	0.3
CCOc1ccc(NC(=O)CN2C(=O)CSC(C)C2=O)cc1 (configuration not stated)	0.13	5	-2	0.8	-10	0.7	-3	-10	1.7
COc1cc(C(=O)N/N=C/c2ccccn2)cc(OC)c1OC	0.19	16	-3	-0.4	-2	0.8	-6	-5	-5.8
CC(=O)Nc1ccc(S(=O)(=O)N(CC(=O)Nc2cc(C)on2)Cc2ccc(F)cc2)cc1	0.46	10	-3	-1.5	2	0.5	-95	-18	-1.5
O=C(Nc1cccc(F)c1)/C(=C\c1cccnc1)NC(=O)c1ccco1	1.8	.	-3	0.3	12	-0.2	-24	-21	0.8
O=[N+]([O-])c1ccc(N=Cc2ccc(Br)c([N+](=O)[O-])c2)cc1	-1.9	-46	-3[fluorescence artefact?]	1.0	4	-0.3	-2	-3	-15
CCCCNCCOc1ccccc1-c1ccccc1	-0.32	4	5[fluorescence artefact?]	-0.4	0	-0.4	-8	9	3.9
COC(=O)c1ccccc1C(=O)N1CCCC(CCC(=O)NCc2ccc(F)c(F)c2)C1 (configuration not stated)	0.16	3	-1	0.3	8	-0.9	5	-7	1.5

Filtered by structure: the entries above with a CF3 group
SMILES	KCC2 mod	Rad51 HR inh	eIF4E 4G PPI	PERK inhibitor	Calpain2 inh	zVAD death inh	Mdm2 ligase inh	EBV gp42 inh	TNF death inh
CON/C=C(\C=Nc1ccc(F)cc1)c1ncc(C(F)(F)F)cc1Cl	.	-7	-2	1.2	-18	0.2	8	-1	-1.2
O=C(Nc1ccccc1C(F)(F)F)c1ccccn1	0.061	-2	3	1.1	-29	9.4	4	-8	-0.1

In the list so far, 6 contain a furan ring, fused or not:
SMILES	KCC2 mod	Rad51 HR inh	eIF4E 4G PPI	PERK inhibitor	Calpain2 inh	zVAD death inh	Mdm2 ligase inh	EBV gp42 inh	TNF death inh
Cc1cc(C(=O)N2CCOCC2)c(C)o1	0.34	11	-3	-0.4	-10	0.1	-7	-17	1.5
O=C(CCCCn1c(=O)c2ccccc2n(CC(=O)Nc2cccc(F)c2)c1=O)NCc1ccco1	-0.63	4	-1	0.4	47	0.7	-13	-11	0.7
O=C(/C=C\c1ccco1)c1ccc(NC(=O)c2ccco2)cc1	-0.44	-4	17	0.4	-158	9.1	3	23	0.7
COc1ccc(-n2c(Cc3cccn3C)nnc2SCC(=O)NCc2ccco2)cc1	-0.057	-2	-1	1.1	-7	-1.2	-24	-4	2.7
CC(=O)c1oc2ccccc2c1NC(=O)CN1CCCCC1	.	9	3	0.4	-10	0.2	5	-19	-0.2
O=C(Nc1cccc(F)c1)/C(=C\c1cccnc1)NC(=O)c1ccco1	1.8	.	-3	0.3	12	-0.2	-24	-21	0.8

The results go on.
SMILES	KCC2 mod	Rad51 HR inh	eIF4E 4G PPI	PERK inhibitor	Calpain2 inh	zVAD death inh	Mdm2 ligase inh	EBV gp42 inh	TNF death inh
O=C(Oc1ccccc1OC(=O)N1CCOCC1)N1CCOCC1	-3.2	.	2	1.0	12	-0.2	-2	-9	-4.3
O=C(/C=N/O)Nc1ccccc1	.	2	1	0.2	-30	2.0	-25	-6	0.6
O=C(/C=C/c1ccc(Br)o1)NCc1ccccc1	0.038	10	6	1.3	-44	1.4	-4	-4	1.0
O=C(c1ccc(-c2ccccc2)cc1)C1CCCN(C(=O)c2cncs2)C1 (configuration not stated)	-2.3	-1	-5	-0.2	-4	0.2	-3	10	0.2
CC(OC(=O)/C=C/c1ccco1)C(=O)Nc1cccc([N+](=O)[O-])c1 (configuration not stated)	-1.1	-6	6[fluorescence artefact?]	0.6	12	0.5	-10	-1	1.8
NC(=S)N1CCCc2ccccc21	.	16	-2	0.5	-9	-0.3	-9	-12	1.1
Cn1c(-c2cnn(-c3ccccc3)c2-n2cccc2)n[nH]c1=S	0.35	14	1	1.1	-22	0.5	-28	2	-0.1
